# ATG4B inhibitor = ATG4B (human) cysteine protease inhibition; Q9Y4P1; 340,000 compounds, 0.51% hits; inhibition, % at 8.33 µM; ATG4B cleavage of LC3-PLA2, NBD-HPC fluorescence, 1 h; in the data active = inhibition above about 40%
# CCR6 antag = antagonists of human CCR6 receptor | AID 493098 | CHO-K1 CCR6 PathHunter beta-arrestin, luminescence, CCL20-stimulated | P51684 | inhibition, % at 20 µM | 340,000 compounds, 0.49% hits;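 active = compounds whose inhibition of the agonist-driven luminescence signal at 20 µM reaches about 50%, limit read from the data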;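 note: cells stimulated with CCL20 at 14 nM final; plate controls were DMSO with CCL20 for no effect and DMSO without agonist for full effect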
# Target sequence (P51684 whole entry, looked up): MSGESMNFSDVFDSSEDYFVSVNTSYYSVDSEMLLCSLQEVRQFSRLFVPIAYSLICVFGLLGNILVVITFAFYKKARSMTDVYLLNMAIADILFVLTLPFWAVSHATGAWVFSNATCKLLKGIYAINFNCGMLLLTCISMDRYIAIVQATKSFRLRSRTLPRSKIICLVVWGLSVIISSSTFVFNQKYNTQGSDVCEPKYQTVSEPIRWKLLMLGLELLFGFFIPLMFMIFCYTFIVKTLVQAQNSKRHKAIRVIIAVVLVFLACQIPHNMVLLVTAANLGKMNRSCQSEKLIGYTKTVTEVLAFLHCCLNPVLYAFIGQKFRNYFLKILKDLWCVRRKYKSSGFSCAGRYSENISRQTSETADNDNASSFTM
# Gli-Sufu block = blocks Gli-Sufu signaling in a luciferase reporter; Sufu-KO-LIGHT fibroblasts, Gli luciferase reporter luminescence; inhibition, % at 5 µM; 340,000 compounds, 0.74% hits;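 active = inhibition above about 55%, limit read from the data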;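 note: 0% = DMSO-treated cells and 100% = wells with medium but no cells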
# EBI2 block = blocks human EBI2 receptor beta-arrestin signaling | 360,000 compounds, 0.81% hits | AID 651636 | EBI2 beta-arrestin recruitment, luminescence, 7a,25-OHC stimulated | inhibition, % at 5 µM; in the data active = inhibition above about 38%;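 note: enzyme fragment complementation signal reports receptor beta-arrestin coupling in cells; 0% = agonist plus DMSO wells and 100% = wells without agonist; some results beyond the cut were filed as inactive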
# CXCR6 inh = inhibitors of human CXCR6 receptor | CHO-K1 PathHunter CXCR6 beta-arrestin, luminescence | O00574 | inhibition, % at 20 µM | 360,000 compounds, 0.36% hits; in the data active = inhibition above about 34%, passing the limit was not always enough;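 note: antagonist mode with CXCL16 agonist at 10 nM final; 0% = 10 nM CXCL16 with DMSO and 100% = unstimulated wells without agonist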
# Target sequence (O00574 whole entry, looked up): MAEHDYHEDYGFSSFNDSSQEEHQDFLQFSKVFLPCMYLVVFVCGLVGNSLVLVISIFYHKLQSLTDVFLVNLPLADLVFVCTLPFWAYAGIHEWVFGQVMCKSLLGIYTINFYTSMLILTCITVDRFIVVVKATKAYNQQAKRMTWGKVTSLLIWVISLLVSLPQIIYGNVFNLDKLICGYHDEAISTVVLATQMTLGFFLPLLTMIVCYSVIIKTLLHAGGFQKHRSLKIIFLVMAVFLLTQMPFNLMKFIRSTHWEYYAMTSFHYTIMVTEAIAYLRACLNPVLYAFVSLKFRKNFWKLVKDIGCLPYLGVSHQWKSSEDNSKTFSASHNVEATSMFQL
# UBC13 polyUb = inhibitors of human UBC13 polyubiquitin chain formation | TR-FRET | inhibition, % at 20 µM | 330,000 compounds, 0.47% hits | AID 485273; in the data active = inhibition above about 45%, passing the limit was not always enough
# Target sequence (P61088 whole entry, looked up): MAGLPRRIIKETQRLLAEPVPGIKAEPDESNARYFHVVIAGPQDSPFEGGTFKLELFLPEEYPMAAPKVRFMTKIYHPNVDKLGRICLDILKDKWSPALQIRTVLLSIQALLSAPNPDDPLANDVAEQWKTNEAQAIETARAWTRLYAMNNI
# APJ agonist = APJ receptor agonism; P35414; CHO-K1 APJ PathHunter beta-arrestin, luminescence; 0% DMSO wells, 100% apelin; activation, % at 20 µM; 330,000 compounds, 0.11% hits;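 active = activation more than six SD over the plate average, tested at 20 µM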;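 note: 0% = DMSO alone and 100% = apelin-13 at 10 nM; some results filed as inactive read as strong as hits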
#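 Test system: CHO-K1 APJ beta-arrestin complementation cell line. Amount: cell density 1000 per well. Controls: DMSO negative, 10 nM Apelin-13 positive. Signal: luminescent beta-gal fragment complementation, chemiluminescent substrate. Read-out basis: agonist-driven arrestin binding to APJ. Timing: compound stimulation 90 min at 25 °C, detection 60 min.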
# APJ antagonist = blocks the human apelin receptor APJ | P35414 | CHO-K1 APJ beta-arrestin complementation, luminescence | inhibition, % at 20 µM | 330,000 compounds, 0.32% hits;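 active = inhibition above about 40% at 20 µM, limit read from the data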;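 note: cells challenged with 10 nM apelin-13 agonist together with compound; plate controls were apelin-13 plus DMSO wells for no effect and DMSO wells lacking apelin-13 for full effect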
# * marks the source's active call; other numbers are inactive results; / = not tested or not shown. The order is random; overall some 3% were active at least once.
# Below each SMILES: UBC13 polyUb, ATG4B inhibitor, APJ agonist, CXCR6 inh, Gli-Sufu block, APJ antagonist, CCR6 antag, EBI2 block
CS(=O)(=O)c1ccc(NS(=O)(=O)c2ccc(Cl)c(C(=O)NC3=NCCS3)c2)cc1
    -6, 4, 0, -4, 0, 8, 2, -5
C=CCn1c(Br)nc2c1c(=O)[nH]c(=O)n2C
    2, -6, 1, 3, 0, 11, 7, 1
Cc1[nH]c2ccc(C(=O)NC3CCCC3)cc2c1C
    5, 1, -4, 1, -33, -2, -4, -17
O=C(C(=O)N1CCCCC1)c1cn(CC(=O)N2CCCCCC2)c2ccccc12
    2, -1, -4, 2, 5, 0, 2, -3
CCOC(=O)c1sc(NC(=O)CSc2nnnn2-c2ccccc2)nc1C
    2, -9, -1, 4, -8, 22, 22, -7
O=C(c1cccc(S(=O)(=O)N2CCOCC2)c1)N1CCN(S(=O)(=O)c2cccs2)CC1
    -3, -3, -2, -4, 0, -7, 0, 0
COc1ccc(OCC(=O)N2CCN(C(=O)c3cccc4ccccc34)CC2)cc1
    -7, -8, 0, -6, 3, -2, 4, 70*
Cc1[nH]n(-c2ccccc2)c(=O)c1/C=N/O
    -4, -10, -3, -1, -4, 1, -16, 4
Nc1nc(CN2CCN(c3ccccc3)CC2)nc(Nc2ccc(Cl)cc2)n1
    10, 4, 0, 0, -10, 10, 0, 2
COC(=O)/C=C/S(=O)(=O)c1ccc(NC(C)=O)cc1
    11, 2, -3, 23, 4, 13, 14, -1
COc1ccc(NC(=O)CCC(=O)N2CCOCC2)c([N+](=O)[O-])c1
    -22, -4, 9, 8, 0, -26, -1, -14
O=C1CC(N2CCN(c3ccc(C(=O)c4ccc(F)cc4)cc3)CC2)C(=O)N1 (stereo not drawn)
    -9, 12, 0, 0, -1, -1, -9, -11
Cc1ccnc(NC(=O)C(C)n2cc([N+](=O)[O-])cn2)c1 (stereo not drawn)
    -6, 1, -6, -8, 44, -6, 14, -6
CCC(Oc1ccccc1C)C(=O)N1CCCN(C)CC1 (stereo not drawn)
    -4, -5, 3, -14, 3, 8, -8, -3
O=C(Nc1cccc(S(=O)(=O)N2CCOCC2)c1)c1cnccn1
    0, 8, -1, 2, -14, -2, 15, -15
Cc1nc2c(sc3nc(N4CCOCC4)c4c(c32)CC(C)(C)OC4)c(-c2ccc(Cl)cc2)c1C(=O)O
    6, -4, -1, 6, -8, -10, -21, 28
CN(CC(=O)Nc1ccccc1Cl)C(=O)CSc1nnc(N)s1
    0, 5, 17, -8, -6, -59, -4, -5
CC(=O)Nc1ccc(N2CCCC2)cc1
    -6, -13, -3, -6, -9, -43, -19, -2
CCC(C)C(=O)Nc1nc(C)c(-c2csc(Nc3ccc(Cl)cc3)n2)s1 (stereo not drawn)
    5, -5, -5, 10, 29, 15, 5, 36
Cc1nc2ccccc2c2oc(C(=O)Nc3ccc4c(c3)OCCO4)cc12
    20, 0, -1, 4, -8, 1, 2, 4
CC1(C)CC(=O)C(C2C3=C(CC(C)(C)CC3=O)Oc3ccc4ccccc4c32)C(=O)C1 (stereo not drawn)
    0, 1, -1, -5, -12, -13, 4, 4
CN(c1cccc(NC(=O)CSc2ccc(Cl)cc2)c1)S(C)(=O)=O
    7, -10, -3, -3, -3, -9, 15, -2
COc1ccc(-c2nnc(SCC(=O)N3CCCC3=O)n2N)cc1OC
    2, -4, 1, -2, -1, -8, -7, 2
Cc1ccc(C)c(N(C(=O)c2ccco2)C(C(=O)NC2CCCC2)c2ccco2)c1 (stereo not drawn)
    -1, 5, -4, -4, -6, -10, 14, 3
COc1ccc2cc(/C(C)=N/NC(=O)C3CC3)ccc2c1
    3, -7, 0, -1, -75, -14, -6, -1
COc1ccc(/C=C/C(=O)OC(C)CN2CCOCC2)cc1 (stereo not drawn)
    8, -5, -3, -9, -5, 10, -12, 10
Cc1c(C)c2c(OCC(=O)NCC(=O)NCC(=O)O)cc3c(c2oc1=O)CCC(C)(C)O3
    13, -5, -2, 2, 30, 2, 3, -6
CCN(CC(=O)NCc1cccs1)C(=O)/C=C/c1cccc(Br)c1
    -4, 3, 2, 3, -2, -6, 6, -1
COc1cccc(CSc2nc3nc(C)cc(C)n3n2)c1
    5, -2, -1, 3, -10, 8, 6, 9
Cc1ccc(S(=O)(=O)N(Cc2cc3cccc(C)c3[nH]c2=O)c2ccccc2)cc1
    3, 0, -4, -4, 3, 2, 14, -2
C#CCOCCOCCOCCNc1nc(N2CCN(C(=O)C([C@@H](C)CC)n3cc(C(N)CO)nn3)CC2)nc(N2CCN(C(=O)C([C@@H](C)CC)n3cc(C(N)COC(=O)C(F)(F)F)nn3)CC2)n1 (stereo partly drawn)
    30, -18, -1, /, 3, 16, 8, /
CC(C)OCCCn1c(=S)[nH]c2cc3c(cc2c1=O)OCO3
    -15, 25, 0, 7, 5, -3, -4, -2
O=C(Nc1ccccc1)c1ccc(-c2ccc(Br)cc2)o1
    -3, 3, -4, 3, 7, -3, 1, 0
Cc1ccc(NC(=O)Cn2c(=O)c3cccn3c3ccccc32)c(C)c1
    5, 6, 1, -7, 3, -1, -14, -7
CCOc1ccc(NC(=O)N2CC(C)OC(C)C2)cc1 (stereo not drawn)
    0, 2, -2, -9, 7, -6, -4, -8
O=C(O)C1Nc2c(Cl)cc(Cl)c(Cl)c2C2C=CCC12 (stereo not drawn)
    /, 25, /, 7, 5, /, 1, 4
C/C(=N/NC(=O)c1ccco1)c1ccc(Br)s1
    -7, 2, -6, -1, -7, 2, 21, 4
COC(=O)c1ccccc1NC(=O)c1sc(=S)n(C)c1N
    3, -3, -6, 6, 12, 19, 19, 15
COc1ccc(OC)c(C2C3=C(CCCC3=O)Nc3nnnn32)c1 (stereo not drawn)
    8, 40, -1, 0, 0, 6, 1, 3
Cc1cc(NC(=O)c2ccccc2-c2ccccc2C(=O)O)no1
    0, 3, -3, -6, -8, -2, 29, -11
CSc1ccccc1NC(=O)c1cc(C)on1
    19, -4, -7, 0, 1, 17, 9, -7
Fc1ccccc1-c1n[nH]c(=S)n1C1CC1
    8, /, -6, -8, /, 10, /, -5
CCOC(=O)c1c(S(=O)(=O)NCc2ccc(OC)cc2)c(C)n(C)c1C
    9, -7, 2, -3, -1, 10, 13, 2
Cc1ccc(S(=O)(=O)Nc2ccc3nc(-c4cccn4C)[nH]c3c2)cc1
    -21, 2, 9, -4, 8, -1, 6, -5
CC(C)(C)OC(=O)[C@H](Cc1ccccc1)NC(=O)c1nc[nH]c1C(=O)NC1CCNCC1
    13, 0, -3, -3, -14, 11, -10, 1
O=C(NCCc1ccccc1)c1ccccc1F
    4, 0, -2, 4, -75, 1, 19, -4
COc1ccc(CNc2ccc(C)c(C)c2)c(OC)c1OC
    1, 6, -2, 5, 7, 19, 16, 4
COc1cc(/C=C/c2ccc(O)cc2)cc(OC)c1
    0, -24, -2, 6, -37, -75, -2, 10
CCNC(=S)NNC(=O)c1cccn(Cc2ccc(Cl)cc2)c1=O
    -3, -1, -1, 8, -13, -3, 24, -28
COC(=O)C1NN=C(C(=O)c2ccccc2)C1c1ccccc1 (stereo not drawn)
    -10, 1, -2, -3, 4, 19, 13, -3
COCCOc1cc(-n2cccc2)c(Cl)cc1Cl
    2, -11, -2, 11, -2, -7, 16, 10
COc1ccc(C(=O)COC(=O)CCN=C2NS(=O)(=O)c3ccccc32)c(OC)c1
    7, -6, -2, 0, -2, -1, 7, -1
CC1(C)CC2(CCCN3C(=O)CSC32)CCS1 (stereo not drawn)
    -1, 4, -7, 0, 9, -21, 14, 3
O=S1(=O)CC(O)C(Nc2ccccc2)C1 (stereo not drawn)
    4, -5, 3, 3, 3, 3, 1, -7
Cc1cc(C)nc(NS(=O)(=O)c2ccc(NC(=O)C(C)Oc3ccccc3F)cc2)n1 (stereo not drawn)
    0, 4, 2, -2, -1, 6, -2, -2
COc1ccc(N(CC(=O)NCCSCc2cccc(Cl)c2)S(C)(=O)=O)cc1Cl
    1, -14, 0, -2, -17, 9, 16, 15
c1ccc(CN2CCN(c3nc4ccccc4s3)CC2)cc1
    -9, 1, 1, 6, -95, 9, 13, 5
CCOC(=O)c1nn(-c2ccc(C)c(Cl)c2)c(=O)c(C#N)c1C
    2, 0, 5, -7, 3, -12, 4, 12
COc1ccc(CCNC(=O)CCc2ccsc2)cc1OC
    -3, 1, -1, -1, 0, 2, 10, -6
C/C(CC(O)(/C=N/O)c1ccccc1)=N\O (stereo not drawn)
    -9, -7, -4, -2, 7, 0, 10, -4

# New compounds follow
# Below each SMILES: UBC13 polyUb, ATG4B inhibitor, APJ agonist, CXCR6 inh, Gli-Sufu block, APJ antagonist, CCR6 antag, EBI2 block
CCN(CC)CCN(C)C(=O)c1ccc(OC2CCN(C(=O)C3CC3)CC2)cc1
    -6, 6, -2, 9, 1, -28, -15, -22
CCOc1ccc(C(O)(c2ccccc2)C(CN2CCCC2)c2ccccc2)cc1 (stereo not drawn)
    -4, 2, -5, 6, -5, 6, 11, 7
Cc1ccc(-c2noc(CSc3nnc(-c4ccncc4)n3-c3ccc(F)cc3)n2)cc1
    -7, -10, -2, 2, 2, 10, 14, -2
Cc1nc2cc(C(F)(F)F)ccc2n1CCNc1nc(-c2ccc([N+](=O)[O-])c(Cl)c2)cs1
    5, 7, 4, -24, 23, 3, -4, 24
CCN(C(=O)COC(=O)C1CCN(S(=O)(=O)c2c(Cl)cccc2Cl)CC1)C1CCCCC1
    -4, -1, -2, 5, 2, -31, 20, 15

# Entries listed so far with an NH in an aromatic ring (eight):
# Below each SMILES: UBC13 polyUb, ATG4B inhibitor, APJ agonist, CXCR6 inh, Gli-Sufu block, APJ antagonist, CCR6 antag, EBI2 block
C=CCn1c(Br)nc2c1c(=O)[nH]c(=O)n2C
    2, -6, 1, 3, 0, 11, 7, 1
Cc1[nH]c2ccc(C(=O)NC3CCCC3)cc2c1C
    5, 1, -4, 1, -33, -2, -4, -17
Cc1[nH]n(-c2ccccc2)c(=O)c1/C=N/O
    -4, -10, -3, -1, -4, 1, -16, 4
Cc1ccc(S(=O)(=O)N(Cc2cc3cccc(C)c3[nH]c2=O)c2ccccc2)cc1
    3, 0, -4, -4, 3, 2, 14, -2
CC(C)OCCCn1c(=S)[nH]c2cc3c(cc2c1=O)OCO3
    -15, 25, 0, 7, 5, -3, -4, -2
Fc1ccccc1-c1n[nH]c(=S)n1C1CC1
    8, /, -6, -8, /, 10, /, -5
Cc1ccc(S(=O)(=O)Nc2ccc3nc(-c4cccn4C)[nH]c3c2)cc1
    -21, 2, 9, -4, 8, -1, 6, -5
CC(C)(C)OC(=O)[C@H](Cc1ccccc1)NC(=O)c1nc[nH]c1C(=O)NC1CCNCC1
    13, 0, -3, -3, -14, 11, -10, 1

# Screens deposited in PubChem BioAssay by Sanford-Burnham Center for Chemical Genomics.
